From PubChem BioAssay
eIF4E-4G inh: eIF4E–eIF4G protein interaction inhibitors, primary screen, biochemical, uHTS, TR-FRET, eIF4GI fragment. TR-FRET eIF4E-eIF4GI(517-606) binding, 2 h. AID 782, 2007. 220,000 compounds, 0.37% hits. inhibition, % at 21.7 µM. Eukaryotic translation initiation factor 4E (Mus musculus) + Eukaryotic translation …;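 further: 0% = full FRET control wells and 100% = background wells lacking eIF4GI fragment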
14-3-3 Bad inh: inhibitors of 14-3-3 zeta/Bad binding, primary screen, biochemical, TR-FRET, bovine 14-3-3 zeta; 14-3-3 protein zeta/delta (Bos taurus), P63103; TR-FRET 14-3-3zeta/Dy647-pBad peptide displacement, 1 h; inhibition, % at 21.7 µM; 220,000 compounds, 0.71% hits; AID 781, 2007;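 active means inhibition above about 70%, limit read from the data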;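 further: 0% = full 14-3-3 plus peptide FRET controls and 100% = background without 14-3-3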
Target sequence (P63103 whole entry, looked up): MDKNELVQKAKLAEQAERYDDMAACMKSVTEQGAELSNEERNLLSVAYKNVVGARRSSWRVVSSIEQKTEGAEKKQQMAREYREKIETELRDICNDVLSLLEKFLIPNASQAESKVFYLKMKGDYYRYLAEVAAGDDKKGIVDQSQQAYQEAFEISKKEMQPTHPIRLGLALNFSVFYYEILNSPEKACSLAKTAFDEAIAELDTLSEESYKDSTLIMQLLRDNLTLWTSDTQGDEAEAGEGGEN
KLK5 inh: human KLK5 protease inhibitors, primary screen, biochemical, 1536-well | recombinant hK5, fluorogenic AMC substrate cleavage | inhibition, % at 5 µM | 210,000 compounds, 0.59% hits | Kallikrein-5 (Homo sapiens), Q9Y337;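 active means inhibition of 40% or more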;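 further: 0% = enzyme controls without compound and 100% = no-enzyme blanks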
Furin inh: human furin inhibitors, primary screen, biochemical, fluorescence intensity; inhibition, % at 30 µM; purified furin, fluorogenic substrate cleavage; 220,000 compounds, 0.061% hits; P09958; in the data active means inhibition above about 25%; further: inactives centre near -15
p47phox inh: p47phox/p22phox peptide binding inhibitors, primary screen, biochemical, uHTS, NADPH oxidase regulatory subunit; Neutrophil cytosol factor 1 (Homo sapiens), P14598; fluorescence polarization, 2 h; inhibition, % at 24.7 µM; 220,000 compounds, 0.53% hits;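 further: 0% = p47phox with labelled peptide and 100% = labelled peptide alone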
Target sequence (P14598 whole entry, looked up): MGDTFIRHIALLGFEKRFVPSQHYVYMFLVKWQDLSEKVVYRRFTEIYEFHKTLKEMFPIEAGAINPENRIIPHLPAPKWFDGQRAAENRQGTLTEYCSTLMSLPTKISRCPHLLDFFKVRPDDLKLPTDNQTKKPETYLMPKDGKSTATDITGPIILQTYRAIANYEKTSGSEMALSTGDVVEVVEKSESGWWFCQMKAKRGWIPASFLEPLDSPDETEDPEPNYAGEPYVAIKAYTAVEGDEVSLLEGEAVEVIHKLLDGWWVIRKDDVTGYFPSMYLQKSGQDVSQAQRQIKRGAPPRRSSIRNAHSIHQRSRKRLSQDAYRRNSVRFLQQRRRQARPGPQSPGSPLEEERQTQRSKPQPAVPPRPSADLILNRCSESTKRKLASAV
Thrombin inh: human alpha-thrombin inhibitors, primary screen, counter-screen for coagulation protease inhibitor project, biochemical, 1536-well, fluorogenic AMC substrate; Prothrombin (Homo sapiens), P00734; inhibition, % at 5 µM; AID 1046, 2008; Boc-VPR-AMC fluorogenic substrate cleavage; 220,000 compounds, 0.26% hits;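 active means inhibition at or above 40%; inactive means inhibition below 40%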;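 further: 0% = enzyme with no compound and 100% = wells without enzyme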
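Test system: human alpha-thrombin protein / Dosing: one concentration per compound, 5 µM, with 0.2% DMSO / Medium: pH 7.5 Tris-saline with Tween 20 / Benchmarks: no-compound enzyme wells and no-enzyme blanks / Read-out basis: percent inhibition of thrombin substrate cleavage / Timing: reaction at room temperature / Measured by: fluorescence, ex 355 nm, em 460 nm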
Rad51 HR inh: human RAD51 strand exchange inhibitors, primary screen, biochemical, fluorescence. inhibition, % at 10 µM. hRad51 DNA strand exchange, fluorescence dequenching. DNA repair protein RAD51 homolog 1 (Homo sapiens), Q06609. AID 1385, 2008. 200,000 compounds, 0.085% hits;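 active means inhibition above 40% at the single screening dose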;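 further: 0% = DMSO control wells and 100% = blanks with heterologous ssDNA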
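Test system: preformed human Rad51 ssDNA filaments. Compound dosing: single dose, 10 µM final compound. Incubation: filaments 15 min 37 °C, then compound 30 min. Technique: FRET fluorescence dequenching, excitation 485 nm, emission 520 nm. Read-out basis: percent inhibition from fluorescence, normalised to plate control and blank means. Benchmarks: plate controls and plate blanks.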
EBV gp42 block: Epstein-Barr virus gp42 inhibitors, primary screen, biochemical, uHTS, fluorescence polarization. Glycoprotein 42 (Epstein-Barr virus (strain AG876)), Q1HVG2. Fluorescence polarization binding assay, mP read-out. inhibition, % (tested at 21.74 µM). 220,000 compounds, 0.42% hits. AID 1085, 2008; in the data active means inhibition above about 50%
Target sequence (Q1HVG2 whole entry, looked up): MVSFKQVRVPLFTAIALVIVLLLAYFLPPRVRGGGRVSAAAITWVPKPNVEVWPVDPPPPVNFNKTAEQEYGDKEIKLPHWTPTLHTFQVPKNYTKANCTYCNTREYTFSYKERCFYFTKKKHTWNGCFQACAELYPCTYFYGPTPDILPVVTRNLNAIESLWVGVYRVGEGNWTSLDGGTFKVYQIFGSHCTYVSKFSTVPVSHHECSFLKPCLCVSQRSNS
Cl transport mod: KCC2 cotransporter modulators, thallium flux, primary screen, cell-based, HEK293 KCC2, FluoZin-2 fluorescence, MLSMR. KCC2 cells, thallium flux FluoZin-2 fluorescence. 190,000 compounds, 2.2% hits. B-score of Tl+ flux slope (higher = more flux/activation; lower = inhibition) at 10 µM. Solute carrier family 12 member 5 (Homo sapiens), Q9H2X9. AID 1456, 2008;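 active means thallium flux slope and its plate-corrected score both differing from the plate sample mean at a set confidence after two filtering rounds, in either direction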;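 further: slope of fluorescence scaled to starting intensity during 10 to 20 s after thallium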
Numbers without * were called inactive; x = no result given; & = joins results of further samples; [ ] = remark or other dose.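 How the source made its calls, unless noted: active means inhibition above about 30% (limit read from the data); inactive means the rest.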 Compounds as they come; 4.7% or so of the library scored in one or more.

SMILES	eIF4E-4G inh	14-3-3 Bad inh	KLK5 inh	Furin inh	p47phox inh	Thrombin inh	Rad51 HR inh	EBV gp42 block	Cl transport mod
Cn1c(SCC(=O)NNC(=O)Nc2ccc(Cl)cc2)nnc1-c1ccccc1	0	-1	2	-26	-15	0	8	-7	-0.99
O=C(Nc1ccc(F)cc1)C1CC(=O)n2c(nc3ccccc32)N1 (centres undefined)	4	5	-2	-23	-28	2	-9	-22	0.66
CC(C)(C)OC(=O)[C@H](Cc1ccccc1)NC(=O)c1[nH]cnc1C(=O)Nc1ccc(Cl)cc1	-9	-9	-1	-31	-4	0	9	-8	-0.012
c1ccc(CCCNc2ncccn2)cc1	2	5	-4	-20[20 µM]	3	-2	2	-22	0.41
O=C(NCC1(N2CCOCC2)CCCCC1)c1cccc(S(=O)(=O)N2CCc3ccccc3C2)c1	2	-9	-6	-10	-57	-15	-18	-5	-0.091
Cc1nc(S(=O)(=O)c2ccc(Br)cc2)nc2c1CCC2	-3	3	-13	-21	-7	1	7	2	-0.026
O=C(N(Cc1ccccc1)c1ccccn1)C12CC3CC(CC(C3)C1)C2	2	1	-7	-16[20 µM]	-1	2	-2	-22	-0.027
COc1ccc(CSc2nnc3[nH]c(=O)cc(N)n23)cc1	-2	5	6	-20	-12	2	4	-11	0.7
C=CC(=O)NC(NC(=O)C=C)c1ccc(Br)cc1	-4	2	-7	-21[20 µM]	-10	1	7	-7	x
Cc1ccc(S(=O)(=O)N2CCCOC2CNC(=O)C(=O)NCc2ccncc2)cc1 (centres undefined)	-1	-3	-1	-26	-9	-1	5	-6	0.75
CCN1CC(CN(C)Cc2cn(-c3ccc(C)cc3)nc2-c2ccc(F)cc2)CC1=O (centres undefined)	3	-20	2	-11	3	-4	-6	-11	-1.4
S=c1[nH]ccn1-c1ccccc1Cl	-6&8	1&-6	2	-40&-22	2&-9	-1	14&-1	-8&-15	-0.54&0.31
COc1cc(-c2nc(Cc3ccccc3Cl)no2)cc(OC)c1OC	2	-6	6	-20	-2	-6	-4	-3	-0.048
CCOC(=O)c1c(NC(=O)C2C3C=CC(C3)C2C(=O)O)sc2c1CC(C)(C)OC2 (centres undefined)	0	-5	-3	-8	-2	x	10	-19	-0.68
C=CCn1c(SCC(=O)NC(=O)NCCC)nnc1C1CCCCC1	-7	0	-1	3[20 µM]	-6	3	-3	-16	0.47
Cc1sc(NC(=O)c2ccco2)c(C(=O)c2ccc(Cl)cc2)c1C	1	-16[fluorescence artefact?]	-18	-9	-66	-12	-4	3	0.48
Fc1ccccc1OCCCN1CCOCC1	0	29	3	-24	-3	-3	2	-24	x
COCCSc1ccccc1C(=O)Nc1nnc(COC)s1	11[fluorescence artefact?]	-13	-11	-17	-9	1	-6	-6	0.61
CN(c1ccccc1)S(=O)(=O)c1cccc(NC(=O)CN2CCCc3ccccc32)c1	-14	3	1	-15	-34	-1	-16	-34	-1.3
O=C1CCC(=O)N1c1ccc(-c2nc3sc4c(c3c(=O)o2)CCC4)cc1	1	4	1	-17	-4	-7	x	-1	-0.66
Cc1ccccc1-c1cc2c(nn1)-c1ccccc1C2=O	x	x	-7	-23[20 µM]	-6	1	15	-32	x
CC1CCN(c2c(NCc3ccc(C(=O)NCc4ccccc4)cc3)c(=O)c2=O)CC1	-8	-1	-1	-9	6	-8	x	2	-1.1
CCn1c(COc2ccccc2)nnc1SCC(=O)NC1CCCCC1	-18	-2	-21	-11	-6	5	-2	-24	x
Cc1ccc(C)c(S(=O)(=O)N/N=C2/CCCc3ccccc32)c1	-3	12	-22	-7[20 µM]	6	-2	-14	-11	-0.36
CC(=O)NCCOC(=O)Nc1ccncc1	1	0	-1	-10[20 µM]	-2	-4	x	-3	1.6

The list goes on:
SMILES	eIF4E-4G inh	14-3-3 Bad inh	KLK5 inh	Furin inh	p47phox inh	Thrombin inh	Rad51 HR inh	EBV gp42 block	Cl transport mod
COC(=O)Cn1cnc2c(C#N)c3n(c2c1=O)CCCCC3	2	5	20	-13[20 µM]	-7	21	x	-12	-0.78
Cc1sc2nc(COC(=O)c3ccc(Cl)c(N)c3)[nH]c(=O)c2c1C	4	-1	-2	-9	-25	-2	8	-13	-0.82
Cc1cccc(NC(=S)N2CCC(c3nc4ccccc4o3)CC2)c1C	7[fluorescence artefact?]	-13	-2	-26[20 µM]	-13	2	2	-16	-0.41
CCOC(=O)c1sc(NC(=O)CSc2nccc(C)n2)nc1C	-4	-3	-2	-30	4	x	5	5	-0.19
O=C(Nc1ccccc1N1CCOCC1)c1cc(-c2ccncc2)nc2ccccc12	1	-5	2	-33	-8	12	20	-18	0.25
COC(=O)c1ccc(OC(=O)c2ccc(OC)c(OC)c2)c(OC)c1	4	-5	-15	-22	-5	-7	-8	11	-0.094
CNC(=O)c1ccsc1NC(=O)CCS(=O)(=O)c1ccccc1	-4	4	-9	-8	15	-6	-3	-12	0.67
O=C(COC(=O)/C=C/c1nc2ccccc2s1)Nc1cccc(Cl)c1Cl	-5	-16[fluorescence artefact?]	-6	7	-3	-10	-7	-10	-1.4
CC(=O)c1c(C)[nH]c(C(=O)Nc2cc(C)ccc2C)c1C	4	0	6	-15	-8	13	1	3	x
Cc1c(OCC(F)(F)F)ccnc1CS(=O)c1nc2ccccc2[nH]1 (centres undefined)	1&7	-19&2	-7	-10	-1&2	4	-1	-7&-2	-0.24&0.54
Cc1ccc(NC(=O)C(CC(C)C)NC(N)=O)cc1Cl (centres undefined)	0[fluorescence artefact?]	-1	-7	-4	1	-8	-16	-13	0.59
COC(=O)[C@@H]1C[C@@]2(O)[C@H](O)[C@H](O)[C@H](O)C[C@H]2N1Cc1ccc(-c2ccccc2)cc1	1	0	0	-23	-28	-2	-1	-12	-0.099
CCOC(=O)COc1c(Br)cc(/C=C2\SC(=O)N(CC(=O)N3CCCC3)C2=O)cc1OC	5[fluorescence artefact?]	-6[fluorescence artefact?]	-14	-4[20 µM]	-2	-1	x	0	-0.0045
N#CC1=C2SCN(Cc3ccco3)CN2C(=O)CC1c1cccc2ccccc12 (centres undefined)	-2	3	2	-11	1	-3	-4	-25	1.2
COc1ccc(Cl)cc1NC(=S)NCCc1ccc(S(N)(=O)=O)cc1	-1	-4	x	-23	-6	-2	x	4	2.8
Cc1c(C(=O)OCC(=O)NCC2CCCO2)cccc1[N+](=O)[O-] (centres undefined)	4	1	0	-36	1	-4	1	-4	0.09
Cc1ccccc1-n1c(SCc2c(C)noc2C)nnc1-c1cccnc1	-5	-2	52*	-10[20 µM]	-23	33	-19	89*	0.35
Cc1ccc(-n2[nH]c(C)c(/C=N/c3cccc(C)n3)c2=O)cc1	-4	5	3	-23	-13	1	-1	-16	4.9*
Nc1ncnc2c1ncn2[C@@H]1O[C@H](CO)[C@@H](O)[C@H]1O	-5	1	-4	-22	-12	-1	8	-12	0.096
O=C(Nc1nnc(-c2cccs2)o1)c1ccc(S(=O)(=O)N2CCOCC2)cc1	-2	7	-5	-7	0	-2	3	15	-1.4
CC(=O)C1C(c2ccc(Cl)cc2)c2c(n[nH]c2C)CC1(C)O (centres undefined)	0	-6	-8	-21	-3	3	22	10	1
O=C(Nc1nc(-c2ccccc2)cs1)C1CCCCN1S(=O)(=O)c1ccccc1 (centres undefined)	4	3	15	-27[20 µM]	-30	-6	-1	-13	-1.7
Cc1ccc2c(c1)N(CC(=O)O)C(=O)CO2	1	7[fluorescence artefact?]	-2	-19	-1	-19	-1	-10	0.46
CC(/C=C/c1ccccc1)=N\Nc1nc2c(c(=O)[nH]c(=O)n2C)n1CCO	-1	-6	4	-17	0	0	-3	-13	0.072
Oc1cc2c(cc1C(c1ccc(Cl)c(Cl)c1)N1CCCC1)OCO2 (centres undefined)	38*	18	-6	-18	11	6	0	9	0.26

The closing 4 records of the part before lead into the next:
SMILES	eIF4E-4G inh	14-3-3 Bad inh	KLK5 inh	Furin inh	p47phox inh	Thrombin inh	Rad51 HR inh	EBV gp42 block	Cl transport mod
O=C(Nc1nc(-c2ccccc2)cs1)C1CCCCN1S(=O)(=O)c1ccccc1 (centres undefined)	4	3	15	-27[20 µM]	-30	-6	-1	-13	-1.7
Cc1ccc2c(c1)N(CC(=O)O)C(=O)CO2	1	7[fluorescence artefact?]	-2	-19	-1	-19	-1	-10	0.46
CC(/C=C/c1ccccc1)=N\Nc1nc2c(c(=O)[nH]c(=O)n2C)n1CCO	-1	-6	4	-17	0	0	-3	-13	0.072
Oc1cc2c(cc1C(c1ccc(Cl)c(Cl)c1)N1CCCC1)OCO2 (centres undefined)	38*	18	-6	-18	11	6	0	9	0.26
O=C(O)c1ccc(OC2CSC2)cc1	1[fluorescence artefact?]	-10[fluorescence artefact?]	-3	-20	-15	-2	-13	-13	0.086
COc1cc(NC(=O)CSc2nnnn2-c2ccccc2)cc(OC)c1OC	-14	-3[fluorescence artefact?]	-24	-16[20 µM]	5	3	0	-22	1.2
COc1cc(/C(C)=N/NC(=O)c2ccc(CSc3nncn3C)cc2)cc(OC)c1OC	1	2	5	-17	15	-7	-6	-3	1.4
O=c1c2ccccc2n2c(-c3cccc(Cl)c3)nnc2n1Cc1ccccc1	5	10	-7	-21	2	-14	2	-2	-0.38
Oc1cccc(C2c3[nH]c4ccccc4c3CCN2Cc2ccc3c(c2)CCO3)c1 (centres undefined)	-2	-11	-5	-19	-3	-7	-11	17	-0.46
Cc1ccc(/C(O)=C2\C(=O)C(=O)N(c3cc(C)on3)C2c2cccc(Cl)c2)cc1 (centres undefined)	1	47[fluorescence artefact?]	-10	-3	-15	2	8	-22	-3.7
CCOC(=O)CNC(=O)CSc1nc2cccnc2n1CC	4	5	-8	-15[20 µM]	1	-3	3	-13	-0.16
Fc1cccc(NC(=S)NCCN2CCOCC2)c1	0	4[fluorescence artefact?]	-6	-4	1	14	-11	-2	0.54
COc1ccc(NC(=O)CN2CCC(n3c(C)nc4cc(F)ccc43)CC2)c(OC)c1	8	16	5	-22	-12	-1	x	-6	x
O=C(CSC1=Nc2ccccc2C2=NC(c3ccccc3)C(=O)N12)NCC1CCCO1 (centres undefined)	7	18	3	-14[20 µM]	0	10	-1	-16	x
O=C(CC1NCCNC1=O)OCc1ccccc1 (centres undefined)	1[fluorescence artefact?]	1[fluorescence artefact?]	-1	-23[20 µM]	-11	-8	4	-22	x
COc1cc(C(=O)NCCc2cn3ccccc3n2)cc(OC)c1OC	0	-1[fluorescence artefact?]	-3	3	-16	4	-2	-6	0.24
CC(=O)NC1C(=O)N=C(SCC(=O)Nc2c(C)cccc2C)NC1=O (centres undefined)	1	-11	5	-36	5	-1	1	-12	0.026
CNC(=S)NNC(=O)Cc1ccc(OC)cc1	-2	-1	-1	-24	-12	-2	6	-4	-0.97
